NOTCH ag: agonists of NOTCH signaling; 15,000 tested, 0.4% active; activation, % at 2.5 µM; NOTCH signaling luciferase reporter cells, luminescence; AID 434982, 2010; in the data active means activation above about 2.2%
luminol inh ctr: counter-screen for Nox1 inhibitors: inhibitors of luminol chemiluminescence; HRP/luminol/H2O2 chemiluminescence counterscreen; inhibition, % at 6.7 µM; 16,000 tested, 0.4% active; further: reference of the scale not given here
KOR antag MB: antagonists of human kappa opioid receptor OPRK1, Maybridge library. Kappa-type opioid receptor (Homo sapiens), P41145. OPRK1 cells, antagonist mode, fluorescence readout. inhibition, % at 9 µM. 16,000 tested, 0.4% active. AID 652031, 2013; in the data active means inhibition above about 50%
Target sequence (P41145 whole entry, looked up): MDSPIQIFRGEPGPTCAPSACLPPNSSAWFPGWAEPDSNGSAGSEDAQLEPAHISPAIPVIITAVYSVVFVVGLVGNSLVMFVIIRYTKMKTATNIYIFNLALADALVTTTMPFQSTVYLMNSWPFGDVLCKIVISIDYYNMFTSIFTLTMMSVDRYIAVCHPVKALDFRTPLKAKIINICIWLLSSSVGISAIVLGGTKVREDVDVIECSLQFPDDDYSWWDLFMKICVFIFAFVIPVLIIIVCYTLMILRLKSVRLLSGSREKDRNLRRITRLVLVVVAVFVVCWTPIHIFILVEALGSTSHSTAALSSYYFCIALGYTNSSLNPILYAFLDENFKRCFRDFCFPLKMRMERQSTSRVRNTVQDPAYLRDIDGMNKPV
PME-1 Maybridge: inhibitors of human PME-1 in Maybridge library; Protein phosphatase methylesterase 1 (Homo sapiens), Q9Y570; recombinant PME-1, FP-Rh probe fluorescence polarization; inhibition, % at 9 µM; 16,000 tested, 0.5% active; AID 2291, 2010; in the data active means inhibition above about 30%
TLR4 MyD88 blk: inhibitors of human TLR4-MyD88 binding. 16,000 tested, 0.06% active. AID 811, 2007. inhibition, % at 10 µM. Cell-based TLR4-MyD88 binding inhibition assay; in the data active means inhibition above about 45%
S1P1 agonist: activates the human S1P1 receptor. Sphingosine 1-phosphate receptor 1 (Homo sapiens), P21453. S1P1 agonist cell-based reporter assay. activation, % at 4.5 µM. 16,000 tested, 1.5% active. AID 1044, 2008; in the data active means activation above about 80%
Target sequence (P21453 whole entry, looked up): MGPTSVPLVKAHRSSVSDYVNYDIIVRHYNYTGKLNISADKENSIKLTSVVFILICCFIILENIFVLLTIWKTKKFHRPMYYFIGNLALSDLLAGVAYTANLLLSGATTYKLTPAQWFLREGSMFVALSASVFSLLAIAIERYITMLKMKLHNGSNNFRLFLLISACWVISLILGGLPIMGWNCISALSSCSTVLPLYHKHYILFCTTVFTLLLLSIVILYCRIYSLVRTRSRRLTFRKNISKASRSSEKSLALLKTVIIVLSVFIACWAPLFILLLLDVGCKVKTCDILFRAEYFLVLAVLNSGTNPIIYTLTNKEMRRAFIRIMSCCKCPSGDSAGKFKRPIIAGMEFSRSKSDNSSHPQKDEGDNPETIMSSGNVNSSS
Nox1 inhibitor: inhibitors of human NADPH oxidase 1 (Nox1); AID 1792, 2009; HT29 cells, luminol chemiluminescence ROS; Q9Y5S8; 16,000 tested, 0.81% active; inhibition, % at 6.7 µM
rat GALR2 agon: agonists of rat galanin receptor 2 (GALR2); Galanin receptor type 2 (Rattus norvegicus), O08726; cell-based GALR2 agonist screen; activation, % at 10 µM; 16,000 tested, 0.5% active; AID 833, 2007; in the data active means activation above about 15%
* hit, by the source's call; / = not tested or not shown. Unless noted, no stated cut-off is given here; in the data, active means inhibition above about 75%; inactive means the rest.

nr	canonical_smiles	TLR4 MyD88 blk	S1P1 agonist	rat GALR2 agon	NOTCH ag	KOR antag MB	Nox1 inhibitor	luminol inh ctr	PME-1 Maybridge
1	CC(=O)/C(=C\N(C)C)Sc1ccc(Cl)cc1	0	14	-4	-0.5	8	-20	3	0
2	COC(=O)c1nn(-c2ccccc2)nc1C	3	-3	-5	-0.2	3	-56	-2	0
3	CCOC(=O)c1cn[nH]c1C(F)(F)F	17	4	-7	-0.9	2	-49	4	-3
4	N#Cc1ccc(S(=O)(=O)Nc2cccc3ccccc23)cc1	9	8	-7	-0.5	0	-26	5	-15
5	CCNC(=O)N(c1ccccc1)c1ccccc1	8	62	-5	-0.3	-11	-43	4	-1
6	COC(=O)c1cc(=O)n2c(nc3cc(C(F)(F)F)ccc32)s1	0	-15	-8	-0.3	1	-17	3	0
7	Cn1ncc(CO)c1C(F)(F)F	-3	-3	-3	-0.3	6	-26	0	3
8	Nc1ncnc2oc(-c3ccccc3)nc12	-8	2	-7	-0.1	20	-49	2	-1
9	O=[N+]([O-])c1cc(Cl)c(-n2cccc2)cc1N1CCCCC1	4	7	-10	-0.3	0	-73	3	1
10	CC(C)(C)c1cc2nc(C(F)(F)F)cc(NNC(=O)Nc3ccc(OC(F)(F)F)cc3)n2n1	-6	82*	0	0.5	3	88*	7	-106
11	O=C(O)C(=O)/C=C(\O)c1ccccc1	-7	-9	-7	-0.2	10	-12	1	6
12	O=S(=O)(c1ccccc1)N1CCC2(CC1)OCCO2	2	-7	-5	-0.4	6	-57	2	0
13	CCCNC(=O)OCN1C(=O)c2ccc(N)cc2C1=O	-2	-17	-7	-1.2	19	-20	0	1
14	Cc1csc2sc(-c3ccn[nH]3)c(C)c12	3	-8	-5	-0.4	-32	-7	0	3
15	CCc1cc(C(=O)c2ccc(OC)cc2)c(NC(=O)c2nccnc2C(=O)O)s1	-7	-5	-1	-0.1	-6	-19	2	-4
16	CC(C)(C)OCC(NC(=O)OCc1ccccc1)C(=O)ON1C(=O)CCC1=O (centres undefined)	4	2	-7	-0.2	-20	-87	1	3
17	Cc1cccc(Cn2nc(C(C)(C)C)cc2C(=O)Nc2ccc3c(c2)OCO3)c1	-4	-10	-14	-0.9	36	-10	3	-11
18	Clc1ccc(OCCCN2CCN(c3cccc4[nH]ccc34)CC2)cc1	-1	-2	-7	-0.5	29	13	4	6
19	O=c1/c(=C/c2ccccc2)sc2nnc(-c3cccs3)n12	9	-27	2	-0.5	12	-33	1	-14
20	CSc1nc(N)nc(-c2cnccn2)n1	-11	-4	-2	-5.5	0	-24	-2	2
21	COc1cc(C(SCC(=O)O)SCC(=O)O)cc(OC)c1OC	-12	-1	-4	0.3	-1	-4	-3	3
22	COC(=O)c1scc(C)c1NC(=O)CSc1ccc(Cl)cc1	3	-4	-5	-0.1	-12	-51	3	0
23	Cc1nn(C)c(C)c1NC(=O)/C(C#N)=C\N(C)C	4	4	-4	-0.4	3	-26	1	2
24	Cc1ccc(S(=O)(=O)OC[C@@H]2COc3cc4c(cc3O2)OCO4)cc1	-1	28	-5	-0.5	-6	0	-4	6
25	NC(N)=Nc1nc(=O)c2ccccc2s1	-2	-15	-6	-0.4	-12	-46	-2	2
26	O=C1Nc2ccccc2/C1=C/c1cc(F)cc2c1OCOC2	-9	63	-8	/	1	0	-5	8
27	O=C(O)CSCC(=O)NC1CCN(Cc2c(F)cccc2Cl)CC1	10	-15	-3	0.0	0	-34	-1	-1
28	Cc1n[nH]c(C)c1Sc1nnc(C(F)(F)F)n1C	-4	-7	-1	-0.6	0	-45	3	-1
29	CCOC(=O)c1nc(COc2ccccc2Cl)[nH]c(=O)c1C	-3	-9	-10	-0.6	2	0	3	-2
30	CSc1c(-c2cccs2)c(N)nn1S(=O)(=O)c1ccccc1	8	70	-5	-0.5	-10	-59	6	8
31	O=[N+]([O-])c1ccc(-c2ccc(/C=N/NC(=S)NCC3CCCO3)o2)cc1 (centres undefined)	50*	30	-6	-0.4	31	-3	14	0
32	CC(C)(C)c1csc(=S)n1CCc1ccccn1	-18	16	-9	-0.2	17	-6	3	-4
33	COC(=O)c1cccc([N+](=O)[O-])c1C(=O)OC	3	-15	-6	-1.5	5	-33	-2	0
34	C=CCCOc1ccccc1C(N)=O	2	-6	-2	0.1	3	-35	2	1
35	CC(C)(C)SCCNS(=O)(=O)c1ccc(C#N)cc1	-4	2	-6	-0.1	6	-29	1	-2
36	COC(=O)c1sccc1N=CC1=C(O)CC(c2cccs2)CC1=O (centres undefined)	3	12	-6	-0.2	13	-73	0	2
37	COc1ccc(C(=O)CSc2n[nH]c(=O)n2C2Cc3ccccc3C2)cc1	-181	-19	-5	/	-28	0	-5	2
38	CC(C)(C)OC(=O)/C(C#N)=C/c1cccs1	-1	-12	-6	-0.2	13	-8	-1	0
39	Cc1c(CNC(=S)Nc2ccc(F)cc2)sc2ccccc12	-2	16	-6	-0.1	-12	4	0	4
40	O=C(O)/C=C/C(=O)N1CCCN(c2ncccc2C(F)(F)F)CC1	-1	-4	-3	0.5	21	8	-6	8
41	CC1(C)OC(=O)C(=Cc2ccc(Cl)cc2Cl)C(=O)O1	3	-5	-3	1.9	-22	8	2	0
42	COc1ccccc1C(=O)n1nc(C)c(Sc2nnc(C(F)(F)F)n2C)c1C	4	8	-6	-0.3	-16	-48	-3	2
43	OC(COc1ccc(C(F)(F)F)cn1)CSc1ccc(C(F)(F)F)cn1 (centres undefined)	4	-5	-4	0.2	-4	19	-6	6
44	O=C(CN1CCCC1)Nc1ccc(I)cc1	-10	-10	1	-0.3	13	-24	0	1
45	O=C(Nc1ccc(Cl)cc1)N1CCCN(c2ccc(C(F)(F)F)cc2[N+](=O)[O-])CC1	-1	56	-9	-0.3	-23	38	0	2

Records listed above marked active in Nox1 inhibitor.
item | Molecule | TLR4 MyD88 blk | S1P1 agonist | rat GALR2 agon | NOTCH ag | KOR antag MB | Nox1 inhibitor | PME-1 Maybridge
10 | CC(C)(C)c1cc2nc(C(F)(F)F)cc(NNC(=O)Nc3ccc(OC(F)(F)F)cc3)n2n1 | -6 | 82* | 0 | 0.5 | 3 | 88* | -106

Next records.
nr	canonical_smiles	TLR4 MyD88 blk	S1P1 agonist	rat GALR2 agon	NOTCH ag	KOR antag MB	Nox1 inhibitor	luminol inh ctr	PME-1 Maybridge
46	COc1ccc(/C=C/c2nc3ccccc3s2)cc1OC	0	85*	-3	0.0	14	-32	2	4
47	Cn1nc(C(C)(C)C)cc1C(=O)Nc1ccc2nccnc2c1	9	31	-5	0.3	3	-30	2	-1
48	COC(=O)c1cc(=O)c2c(C(C)=O)c(OCc3ccccc3)ccc2[nH]1	-8	2	-6	0.3	-4	0	-2	4
49	Cc1onc(-c2c(Cl)cccc2Cl)c1C(=O)ON1C(=O)c2ccccc2C1=O	1	10	-4	0.4	21	18	-5	5
50	FC(F)(F)c1cnc(CSc2nnc(SCC3CC3)s2)c(Cl)c1	-12	50	-8	-0.2	-7	25	-6	6
51	CSc1sc(C#N)c2c1C(=O)CC(c1ccccc1)C2 (centres undefined)	-8	-22	-6	/	-25	-20	-5	7
52	Cc1ccnc(-n2c(=S)[nH]c3sc(C)c(C)c3c2=O)c1	6	7	-6	-0.9	3	46	100*	5
53	CCOC(=O)/C(C#N)=C/Nc1ccc2c(c1)OCO2	-7	-2	-5	/	6	-48	-6	4
54	CN1c2ccccc2C(=O)/C(=C\Nc2ccccn2)S1(=O)=O	-3	3	-3	-1.1	-5	-93	0	1
55	Cc1nn(C)c(NCCSCc2c(Cl)cccc2Cl)c1[N+](=O)[O-]	-7	1	-5	0.4	-15	-28	-3	2
56	O=C(O)C1CCC1C(=O)N1CCN(c2ccc([N+](=O)[O-])cn2)CC1 (centres undefined)	7	-17	3	-0.1	-3	-69	2	-2
57	COC(=O)c1cc(=O)c2cc(NC(=O)c3ccc(OC(F)(F)F)cc3)ccc2[nH]1	-13	1	-9	0.1	23	20	-7	7
58	Cn1cc(/C(N)=N/OC(=O)c2ccc(Cl)cc2)c(=O)n(Cc2ccccc2)c1=O	-5	-11	-5	0.0	11	-22	4	-9
59	Cn1c(Sc2nc3ccc(Cl)cc3s2)nnc1-c1cccs1	-13	5	-8	-0.6	-13	-24	3	-2
60	CC(=O)N/C(=C/c1ccc2c(c1)OCO2)C(=O)O	2	1	-3	-0.7	21	-2	-4	4

Quoted at random: six records from the list, in no set order.
nr	canonical_smiles	TLR4 MyD88 blk	S1P1 agonist	rat GALR2 agon	NOTCH ag	KOR antag MB	Nox1 inhibitor	luminol inh ctr	PME-1 Maybridge
40	O=C(O)/C=C/C(=O)N1CCCN(c2ncccc2C(F)(F)F)CC1	-1	-4	-3	0.5	21	8	-6	8
43	OC(COc1ccc(C(F)(F)F)cn1)CSc1ccc(C(F)(F)F)cn1 (centres undefined)	4	-5	-4	0.2	-4	19	-6	6
55	Cc1nn(C)c(NCCSCc2c(Cl)cccc2Cl)c1[N+](=O)[O-]	-7	1	-5	0.4	-15	-28	-3	2
6	COC(=O)c1cc(=O)n2c(nc3cc(C(F)(F)F)ccc32)s1	0	-15	-8	-0.3	1	-17	3	0
57	COC(=O)c1cc(=O)c2cc(NC(=O)c3ccc(OC(F)(F)F)cc3)ccc2[nH]1	-13	1	-9	0.1	23	20	-7	7
52	Cc1ccnc(-n2c(=S)[nH]c3sc(C)c(C)c3c2=O)c1	6	7	-6	-0.9	3	46	100*	5

Other results follow.
nr	canonical_smiles	TLR4 MyD88 blk	S1P1 agonist	rat GALR2 agon	NOTCH ag	KOR antag MB	Nox1 inhibitor	luminol inh ctr	PME-1 Maybridge
61	Cc1nnsc1C(=O)N1CCC(C(F)(F)F)CC1	3	-3	-2	-0.2	20	6	-6	4
62	O=C(Cn1nnc(N2CCCCC2)n1)N/N=C/c1ccccn1	-4	-30	-4	-4.8	8	-5	-6	4
63	CN(NC(=O)c1ccc(Cl)s1)c1cnn(-c2cc(Cl)cc(Cl)c2)c(=O)c1Cl	14	7	-3	-0.4	4	29	-3	0
64	O=C(Nc1ccc(N2CCC(n3cccc3)CC2)cc1)c1ccccc1Cl	-9	-9	-3	-0.3	16	-15	0	-6
65	COc1cc(/C=C2\CCCCC2=O)cc(OC)c1OC	7	-6	-3	-0.2	-1	5	-5	3
66	NC(=O)NCc1cccs1	3	-4	-6	-0.6	22	-52	-1	3
67	COC(=O)c1ccc(COCOCc2ccc(C(=O)OC)o2)o1	5	-3	-7	0.4	-22	-68	-1	-2
68	O=S(=O)(Cc1ccc(F)cc1)Cc1noc(-c2ccc(F)cc2Cl)n1	1	-6	-6	2.3*	-16	-21	-2	1
69	O=C1CNC(=S)N1Cc1ccccc1Cl	-7	0	-6	2.5*	-11	-42	24	-1
70	CC(C)(C)CN/C(C#N)=C(\C#N)N=Cc1cccc(Cl)c1	8	-6	-7	0.5	8	-33	-1	1
71	N#Cc1sc2nc(-c3ccccc3)cc(C(F)(F)F)c2c1N	/	12	-8	-0.8	48	-99	4	0
72	Cn1c(=O)c(Cc2ccccc2)c(O)c2ccccc21	0	0	-10	0.1	2	7	0	1
73	O=c1cc(-c2cccc([N+](=O)[O-])c2)nc2c(-c3ccccc3)c(C(F)(F)F)[nH]n12	-3	5	-2	-0.2	-14	-74	-1	5
74	CC1(C)O[C@H]2O[C@H](C(O)CO)[C@H](O)[C@H]2O1 (some centres undefined)	8	-9	-7	-0.6	5	-14	1	2
75	O=[N+]([O-])c1cccc(C=NCCO)c1	0	4	-4	-0.2	-14	-21	1	-3
76	Cn1nc(-c2ccc(C=C(C#N)C#N)s2)cc1C(F)(F)F	-8	-25	-10	0.1	14	13	4	-65
77	COC(=O)c1sccc1OS(=O)(=O)c1cc(Cl)cc(Cl)c1	-18	11	-7	-0.3	8	-17	1	7
78	O=[N+]([O-])c1cc(C(F)(F)F)ccc1S(=O)(=O)c1ccc(Cl)cc1	16	25	-7	-1.0	-12	1	0	-2
79	COc1ccc(Cl)cc1S(=O)(=O)NC1Cc2ccccc2C1	1	-2	-5	-0.3	-10	-14	-1	5
80	Nc1ncnc2nc(N3CCCC3)ncc12	-2	5	-3	-0.7	-11	13	-2	-1
81	Cc1ccc(CSC2NCC(C)N2)cc1C (centres undefined)	12	-3	-4	-0.4	-9	-96	2	-4
82	OCCCCn1c(-c2ccccc2)nc2ccccc21	0	2	-8	0.3	-10	-14	1	-1
83	Nc1ccc(Cl)cc1-c1ncon1	-6	-8	-10	/	-5	-5	0	-16
84	CC(=O)Nc1ccc2c(c1)CCC2=O	-5	-2	-8	-0.7	3	-14	-4	-1
85	c1csc(-c2ccn3cnnc3n2)c1	-6	-12	-8	-0.6	16	-12	-5	6
86	O=C(O)c1cc(-c2cccnc2)nc2ccccc12	4	-13	-8	-0.1	-10	-28	0	3
87	COC(=O)c1sccc1NC(=O)c1cc(S(=O)(=O)C(C)C)c(SC)s1	-5	46	-5	-0.8	-20	10	-6	12
88	CCOC(=O)c1cnn(-c2nc(-c3ccccc3)cs2)c1C(F)(F)F	-12	82*	-8	-1.1	6	-39	3	-10

An excerpt. The share of hits here may be higher or lower than overall.
